mHtt clearance: clearance of mutant huntingtin inclusions, primary screen, imaging, HeLa Exon1htt(103Q)mCFP, confocal imaging; aggregate imaging; zero = plate's median compound well; AID 853, 2007; hit rate 0.42% among 47,000; inhibition, % at 1.5 µM;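 active = inhibition of aggregate fluorescence above about 70%, also judged a hit by eye on the cell image, limit read from the data, passing the limit was not always enough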;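 also: cells exposed to compound for three days before fixation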
mHtt clearance grain fraction: recorded beside mHtt clearance, whose call it bears; fraction fluorescence in grains; measured here: aggregate grain fluorescence fraction; active compounds read low;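 scaled fraction of total cell fluorescence in grains with unit not stated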
Starred values were filed as active, the others as inactive.

The opening 4 compounds, to show the layout:
mHtt clearance grain fraction,mHtt clearance,SMILES
17,11,O=C(Nc1cccc2ccccc12)N1CC=CCC1
45,-14,O=C(CSc1nnc2ccccn12)NC(=O)NC1CCCCC1
18,-3,CCCCOc1ccc(C(=O)NCc2ccccn2)cc1
30,11,CC(=O)OC1CC2(C)C(=O)CCC2C2CCc3cc(O)ccc3C12 (stereo not drawn)

Results (from the top)
mHtt clearance grain fraction,mHtt clearance,SMILES
17,11,O=C(Nc1cccc2ccccc12)N1CC=CCC1
45,-14,O=C(CSc1nnc2ccccn12)NC(=O)NC1CCCCC1
18,-3,CCCCOc1ccc(C(=O)NCc2ccccn2)cc1
30,11,CC(=O)OC1CC2(C)C(=O)CCC2C2CCc3cc(O)ccc3C12 (stereo not drawn)
25,40,CCN(CCCNC(=O)CN(C)S(=O)(=O)c1cccc2nsnc12)c1cccc(C)c1
43,-12,CCNc1ccc(C(=O)OCC)cc1NC(=O)c1cc(S(=O)(=O)N2CCOCC2)ccc1C
14,24,O=C(c1ccco1)N1CCN(c2nc(C3CC3)nc3c2nnn3Cc2ccccc2Cl)CC1
17,17,COc1ccccc1-n1c(C)nc2cc(C(=O)O)ccc21
26,12,CCOC(=O)C(C)n1cnc2c(nnn2Cc2ccc(Cl)cc2)c1=O (stereo not drawn)
38,0,COc1ccccc1C(=O)NCC(=O)n1nc(C)cc1C
24,-10,Cc1ccc(S(=O)(=O)Nc2nc(C)cc(NCCN)n2)cc1
14,34,O=C(NC1CC1)C1=NOC(CNc2ncc(C(F)(F)F)cc2Cl)C1 (stereo not drawn)
5.9*,85*,COC(=O)c1cc(C(=O)OC)cc(N2C(=O)CC(NNC(=O)c3ccccc3Br)C2=O)c1 (stereo not drawn)
19,4,O=C(Oc1ccc2c(c1)C(=O)c1ccccc1CO2)c1ccccc1
33,11,CCOc1ccc(S(=O)(=O)Nc2ccccc2C(=O)NCC2CCCO2)cc1 (stereo not drawn)
14,11,c1cc(CNc2ccc3c(c2)OCO3)ccn1
36,2,COc1cc(-c2nnc(-c3cccs3)o2)cc(OC)c1OC
36,0,CCNC(=O)c1sc(-c2ccccc2)nc1C
33,13,CCCCn1c(SCC(=O)c2ccc(OC)cc2OC)nc2cc(S(N)(=O)=O)ccc21
24,33,O=C(Cn1ncc2c(=O)oc3ccccc3c21)NCCc1ccsc1
24,-17,CCC1CCCCN1CCCNC(=O)Cn1nc(-c2ccc(C)cc2)ccc1=O (stereo not drawn)
21,-20,CCN1CCN(C(=O)Nc2cccc(C(F)(F)F)c2)CC1
15,22,COc1ccc(C(NC(=O)C(C)(C)C)NC(=O)C(C)(C)C)cc1
29,-43,O=C(c1nc2n(n1)C(c1ccc(Cl)cc1)C=C(c1ccccc1)N2)N1CCOCC1 (stereo not drawn)

Grouped by structure, those above with two or more sulfur atoms.
mHtt clearance grain fraction,mHtt clearance,SMILES
25,40,CCN(CCCNC(=O)CN(C)S(=O)(=O)c1cccc2nsnc12)c1cccc(C)c1
33,13,CCCCn1c(SCC(=O)c2ccc(OC)cc2OC)nc2cc(S(N)(=O)=O)ccc21

(continued)
mHtt clearance grain fraction,mHtt clearance,SMILES
15,22,O=C1CC(N2CCC(c3nc4ccccc4o3)CC2)C(=O)N1Cc1cccs1 (stereo not drawn)
11,43,CCN1C2=C(C(=O)CCC2)C(c2ccc(O)cc2)C2=C1CCCC2=O
12,28,COc1ccc(Cl)c(N2CCN(CCCNC(=O)Nc3ccc(C)cc3)CC2)c1
18,-2,Cn1nnnc1SCC(=O)N1c2ccccc2CCc2ccccc21
87,-160,CCOC(=O)N1CCC(NC(=O)C2CCCN(C(=O)c3cc4sccc4n3C)C2)CC1 (stereo not drawn)
10,48,CCOC(=O)CSc1nnc(CNC(=O)c2cccs2)n1-c1ccccc1
24,-30,COc1ccc(/C=C/C(=O)Nc2c(C)nn(C)c2C)cc1COc1ccc(Br)cc1
19,4,COc1ccc(NC(=O)N2CCN(c3cccc(C(F)(F)F)c3)CC2)cc1
16,64,CCOc1ccccc1N1CSC2=C(C#N)C(c3c(OC)ccc4ccccc34)CC(=O)N2C1 (stereo not drawn)
8.6,53,CCCNS(=O)(=O)c1ccc(OCC(=O)N2CCC(C(=O)OCC)CC2)cc1
26,41,O=C1C2CCCN2C(c2ccccc2)N1c1ccc(Cl)cc1 (stereo not drawn)
38,-61,O=c1c2cnn(-c3ccccc3)c2ncn1Cc1ccco1
32,-65,CCOc1ccc(CNc2nc3ccccc3n2CCN2CCOCC2)cc1
55,-18,CCN(CC)S(=O)(=O)N1CCC(C(=O)NC2CCCc3ccccc32)CC1 (stereo not drawn)
60,-49,CCn1c(SCC(=O)N2CCN(c3ccc(F)cc3)CC2)nnc1-c1ccncc1
17,7,O=C(COc1cc(Cl)ccc1Cl)Nc1nnc(CC(=O)N2CCOCC2)s1
27,-42,COC(=O)C1CCN(C(=O)NC2CCCCC2)CC1
37,-3,CCOc1ccc(-c2ncncc2-c2ccc(OC)cc2)c(O)c1
12,35,COc1ccccc1C(=O)Nc1cccc(SC)c1
20,-8,Cn1nnnc1SCC(=O)Nc1nc(-c2ccccc2)c(-c2ccccc2)o1
23,-19,C=CCN(CC(=O)NCc1ccc(F)cc1)C(=O)c1csnn1
16,20,Cc1ccc(NC(=O)CSCC(N)=O)cc1C
53,-31,Cc1cc(C)n(CC(O)COc2ccccc2)n1 (stereo not drawn)
40,-3,Cc1cc2nc(CCN(C(=S)NCC(C)C)C3CCCC3)[nH]c2cc1C
51,-27,CC(=O)NC1(C(F)(F)F)NC(=O)N(C2CCCCC2)C1=O (stereo not drawn)
61,-59,Cc1ccc(C(=O)Nc2c(C#N)c(C)c(C)n2Cc2ccccc2)cc1
7.2,62,O=c1nc(C(F)(F)F)nc2ccccn12
31,17,Cc1cccc2cc(CN(Cc3ccc(F)cc3)C(=O)N3CCOCC3)c3nnnn3c12
32,5,C=CCn1c(O)c(C(CC)=NCCN2CCOCC2)c(=O)[nH]c1=O
20,-20,Cc1cc2c(cc1C)NC(c1cccnc1)C1=C(CC(C)(C)CC1=O)N2 (stereo not drawn)
11,32,Cc1ccc(S(=O)(=O)N(Cc2ccc(F)cc2)Cc2ccco2)cc1
14,29,CCOCCc1nnc(NC(=O)c2ccc(OC)c(OC)c2)s1
46,-21,Cc1ccc(Nc2oc(C)nc2C#N)cc1
40,-12,COc1ccc(N2C(=O)/C(=C/c3ccc([N+](=O)[O-])cc3)C=C2c2ccccc2)cc1
6.9,61,COc1cc(OC)cc(-c2nnc(Nc3nc4c(F)cccc4s3)o2)c1
58,-48,Cc1ccc(N2CC(C(=O)N3CCc4ccccc4C3)CC2=O)cc1 (stereo not drawn)
24,32,Cc1[nH]c(=O)c(C(=O)/C=C/c2ccccc2)c2c1CCCC2
20,7,Cn1c(SCC(=O)NCc2ccco2)nnc1-c1ccccc1
46,-8,Cc1cc(N2CCC(C(=O)Nc3ccc(F)cc3)CC2)nc(-c2ccccc2)n1
53,-32,CCCCOC(=O)c1ccc(NC(=O)c2ocnc2C)cc1
46,-25,Cc1c(C(=O)Nc2ccc(F)cc2)oc2ccc(S(=O)(=O)N3CCC4(CC3)OCCO4)cc12
21,41,Cc1nc(=O)c(-c2ccccc2)c(C)n1-c1ccc(C(=O)O)cc1
24,34,CCCCN1c2cc(C)c(O)cc2C(C(=O)OCC)C1C (stereo not drawn)
27,19,C=CCn1c(SCC(=O)Nc2ccc3c(c2)OCCO3)nnc1-c1ccccn1
15,56,COc1ccc(C2=NCC(CSc3nnnn3C)S2)cc1 (stereo not drawn)
31,21,O=C(CSc1nnc(-c2ccccc2)o1)NCC1CCCCC1
22,44,O=C1CCCCC(=O)c2ccccc2N1
28,10,COC(=O)Cn1cnc2c(nnn2Cc2ccc(Cl)cc2)c1=O
8.7,51,Cc1ccc(Oc2nc3c(c(=O)n(Cc4ccccc4F)c(=O)n3C)n2C)cc1
25,-26,Cc1ccc(C(=O)Nc2ccc3c(c2)OCO3)cc1S(=O)(=O)N1CCCC1
24,28,N#CC1=C(N)C(C#N)(C#N)C2(CCC3(CC2)OCCO3)C2CC3(CC=C12)OCCO3 (stereo not drawn)
29,23,CCOc1ccc(-c2cn[nH]c2N)cc1
14,10,CCOc1cc(C)c(C(C)C)cc1S(=O)(=O)N1CC(C)OC(C)C1 (stereo not drawn)
42,-116,COc1cccc(Oc2cnc(N)nc2-c2ccc(OC)cc2O)c1
33,8,CC1(C)CC(=O)C2=C(C1)N=C1c3ccccc3C(=O)C1C2c1ccc(Cl)cc1 (stereo not drawn)
50,-30,O=C(NC1(C(F)(F)F)N=C2SCCN2C1=O)c1ccccc1 (stereo not drawn)
16,14,COc1ccccc1Oc1coc2cc(OC(=O)N3CCOCC3)ccc2c1=O
18,4,Cc1[nH]c2ccccc2c1C(=O)CN1CCCCC1C (stereo not drawn)
30,-42,CCCCc1c(O)nc(SCC(=O)N2CCOCC2)[nH]c1=O
18,60,COc1ccc(C(=O)Nc2cccc(C(=O)N3CCN(C)CC3)c2)cc1

The results go on:
mHtt clearance grain fraction,mHtt clearance,SMILES
20,-3,Cn1c(Cc2ccccc2)nnc1SCC(=O)c1ccc(Br)s1
28,25,CCOC(=O)C1CCN(C(=O)c2sc3nc(-c4ccc(F)cc4)cn3c2C)CC1
52,-58,Nc1nc(N2CCCCC2)nc2ccccc12
27,23,Cc1cc(OC(=O)c2ccccc2)n(CCC#N)n1
37,-20,O=C(c1ccc(Cl)cc1)c1ccc(OCC(=O)N2CCOCC2)cc1
15,8,CC(=O)OC(C(=O)NC1CCCCC1)c1ccncc1 (stereo not drawn)
12,40,COc1ccc(S(=O)(=O)NCCSC(C)(C)C)cc1Cl
30,-47,Cc1cc(C)nc(NC(=O)CSc2nc3ccccc3o2)n1
29,-54,COc1cc(S(=O)(=O)N2CCN(Cc3ccccc3)CC2)ccc1Br
34,-66,C=CCn1c(Br)nc2c1c(=O)n(C)c(=O)n2C
19,-6,COc1ccc(CCNC(=O)C2CC(=O)N(c3ccccc3)C2)cc1OC (stereo not drawn)
35,9,CCN1C(=O)CSc2ccc(C(=O)NCCCN3CCOCC3)cc21
31,9,COc1ccc(C2(O)CCN(C(=O)NC3CCCCC3)CC2)cc1
30,-70,COC(=O)c1c(NC(=O)CSc2ncnc3c2cnn3-c2ccccc2Cl)sc2c1CCCC2
34,14,O=C(CSc1nnnn1-c1ccccc1)NCc1cccs1
51,-45,COC(=O)c1c(NC(=O)c2ccc(C)cc2)sc(Cc2ccccc2)c1C
43,7,O=C(C1CCC(N2C(=O)C3CC=CCC3C2=O)CC1)N1CCCCC1 (stereo not drawn)
25,37,COc1ccc(S(=O)(=O)N2CCC(C(=O)NCc3cccc(OC)c3)CC2)cc1
22,31,COC(=O)c1ccccc1NC(=O)CN(c1cc(OC)ccc1OC)S(C)(=O)=O
18,-12,CCN(CC)CCCn1c(=S)[nH]c2cc(C(=O)OC)ccc2c1=O
39,-16,Cc1csc(NC(=O)CSc2nnc(-c3ccoc3C)n2CCc2ccccc2)n1
2.9*,87*,COc1ccc(OCC(=O)Nc2ccc(S(=O)(=O)N3CCOCC3)cc2)cc1
28,3,Cc1sc(NC(=O)CSc2nnc3scc(-c4ccccc4)n23)c(C#N)c1C
29,22,Cc1cc(N2CCC(C(=O)NCC3CC3)CC2)nc(-c2ccccc2)n1

Reprinted at random: 3 entries already listed.
mHtt clearance grain fraction,mHtt clearance,SMILES
19,4,O=C(Oc1ccc2c(c1)C(=O)c1ccccc1CO2)c1ccccc1
27,23,Cc1cc(OC(=O)c2ccccc2)n(CCC#N)n1
33,13,CCCCn1c(SCC(=O)c2ccc(OC)cc2OC)nc2cc(S(N)(=O)=O)ccc21

(listing goes on)
mHtt clearance grain fraction,mHtt clearance,SMILES
58,-73,Cc1noc(C)c1COC(=O)CCc1ccc(S(=O)(=O)N2CCCCC2)cc1
27,-40,CN(Cc1cccs1)CC(O)COCc1ccco1 (stereo not drawn)
20,6,O=C(NCc1cccnc1)C1CC(=O)N(C2CCCCC2)C1 (stereo not drawn)
56,-53,Cc1cccc(N2CCN(c3cccc(C)c3)C2c2cccnc2)c1
37,0,Cc1[nH]c2ccccc2c1Cc1n[nH]c(=S)o1
53,-38,COc1ccc(Oc2c(Cl)cnn(-c3ccccc3)c2=O)cc1
52,-54,C=CCc1cccc(/C=N/c2ncn[nH]2)c1O
17,10,CCOC(=O)C(C)Oc1ccccc1C1NC(=O)NC(C)=C1C(=O)Nc1ccc(C)c(C)c1 (stereo not drawn)
104,-222,NC(=O)C1CCN(Cc2nc3ccccc3c(=O)[nH]2)CC1
25,-28,COc1cc(C)nc(Oc2ccc(=O)n(C)n2)n1
35,-66,O=C(Nc1nc2c(s1)CCCC2)Oc1ccccc1
31,-2,CCC(Oc1nc2ccccc2nc1-c1ccccc1NC(C)=O)C(=O)c1ccccc1 (stereo not drawn)

Individual results from the entries so far:
CCC(Oc1nc2ccccc2nc1-c1ccccc1NC(C)=O)C(=O)c1ccccc1 (stereo not drawn) @ mHtt clearance = -2
CCOC(=O)C(C)Oc1ccccc1C1NC(=O)NC(C)=C1C(=O)Nc1ccc(C)c(C)c1 (stereo not drawn) @ mHtt clearance = 10
COc1cc(C)nc(Oc2ccc(=O)n(C)n2)n1 @ mHtt clearance = -28

Remaining list, next part:
mHtt clearance grain fraction,mHtt clearance,SMILES
36,-3,COC(=O)/C=C1\NCCSC1=O
24,-22,O=C(C1CC1)N1CCc2[nH]c3ccccc3c2C1
10,42,O=c1[nH]n2c(=O)c3c([nH]c2c1N=Nc1cccc(Cl)c1)CCCC3
48,-8,N#Cc1c(N)nc2c(c1-c1ccncc1)CCCCC2
30,21,COc1ccc(N2C(=O)c3ccccc3NC23CCCCC3)cc1
39,-6,CC1CCCC(C)N1C(=O)COC(=O)c1ccc2c(c1)OCO2 (stereo not drawn)
44,-2,Cn1ccnc1SCc1cn2cc(Br)ccc2n1
49,-34,COc1ccccc1NC(=O)c1cccc(S(=O)(=O)N2CCOCC2)c1

These rows are one share of the data. The share of hits here may be higher or lower than overall.
